High-throughput results deposited in PubChem BioAssay by several laboratories.
Rtt109 Vps75 = C. albicans Rtt109 histone acetyltransferase inhibition; Q5AAJ8; purified Rtt109/Vps75, ThioGlo CoA-SH fluorescence, 4 h; inhibition, % at 34.9 µM; actives 0.16% (n = 330,000); AID 540336;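 active = inhibition of at least 50% in every replicate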
Target sequence (Q5AAJ8 whole entry, looked up): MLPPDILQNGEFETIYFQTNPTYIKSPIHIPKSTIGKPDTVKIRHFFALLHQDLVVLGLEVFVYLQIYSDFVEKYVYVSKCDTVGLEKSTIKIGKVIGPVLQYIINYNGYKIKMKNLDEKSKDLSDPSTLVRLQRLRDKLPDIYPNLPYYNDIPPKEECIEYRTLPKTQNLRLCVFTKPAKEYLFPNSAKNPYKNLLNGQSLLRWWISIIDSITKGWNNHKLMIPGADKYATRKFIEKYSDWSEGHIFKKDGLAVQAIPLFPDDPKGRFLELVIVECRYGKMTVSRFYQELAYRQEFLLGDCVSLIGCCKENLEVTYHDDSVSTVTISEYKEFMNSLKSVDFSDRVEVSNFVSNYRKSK
Wnt bcat act = activates Wnt/beta-catenin signaling in a reporter cell assay | activator, plate reader | AID 743398 | actives 1.2% (n = 300,000) | activation, % at 9.35 µM; in the data active = activation above about 30%, passing the limit was not always enough;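 note: 0% = neutral control wells and 100% = positive control wells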
PfHsp90 set2 = inhibits growth of yeast expressing Plasmodium falciparum Hsp90; S. cerevisiae expressing PfHsp90, BacTiter-Glo ATP, 48 h; yeast lacking PDR1 and PDR3 efflux regulators; inhibition, % at 9.4 µM; actives 0.32% (n = 310,000); AID 504621;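 active = every replicate shows inhibition above about 80%, whatever the replicate mean, limit read from the data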;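 note: 0% = DMSO neutral controls and 100% = 20 µM radicicol positive controls; yeast relying on Plasmodium falciparum Hsp90 in place of its own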
DAGLB inhibitor = blocks human DAGLB lipase activity; AID 504411; inhibition, % at 5.17 µM; actives 0.059% (n = 340,000); HEK293T DAGLB membrane lysate, EnzChek fluorogenic substrate; in the data active = inhibition above about 34%;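 note: 0% = enzyme with vehicle and 100% = wells lacking enzyme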
Target sequence (Q8NCG7 whole entry, looked up): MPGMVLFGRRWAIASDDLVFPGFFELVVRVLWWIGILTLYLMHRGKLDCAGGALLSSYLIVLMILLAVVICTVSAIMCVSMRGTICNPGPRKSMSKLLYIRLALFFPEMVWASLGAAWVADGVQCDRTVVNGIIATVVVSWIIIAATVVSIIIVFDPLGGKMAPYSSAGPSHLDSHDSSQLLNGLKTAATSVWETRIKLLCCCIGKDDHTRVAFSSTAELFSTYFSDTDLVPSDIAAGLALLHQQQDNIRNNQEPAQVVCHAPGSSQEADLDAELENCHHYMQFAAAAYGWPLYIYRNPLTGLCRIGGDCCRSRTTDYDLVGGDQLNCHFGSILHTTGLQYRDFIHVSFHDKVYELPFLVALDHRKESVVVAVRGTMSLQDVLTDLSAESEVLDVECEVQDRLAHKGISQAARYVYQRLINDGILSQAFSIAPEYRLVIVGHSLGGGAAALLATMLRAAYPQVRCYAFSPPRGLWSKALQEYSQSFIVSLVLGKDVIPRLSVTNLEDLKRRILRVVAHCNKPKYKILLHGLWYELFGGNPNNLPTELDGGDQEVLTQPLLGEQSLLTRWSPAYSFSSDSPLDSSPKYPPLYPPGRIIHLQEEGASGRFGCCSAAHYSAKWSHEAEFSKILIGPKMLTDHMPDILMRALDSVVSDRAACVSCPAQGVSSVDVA
PvdQ acylase = P. aeruginosa PvdQ acylase inhibition; inhibition, % at 10 µM; purified PvdQ acylase, fluorescence plate reader; actives 0.063% (n = 340,000); in the data active = inhibition above about 30%, passing the limit was not always enough;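 note: 0% = vehicle neutral wells and 100% = reference inhibitor wells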
CAL PDZ FP = inhibitors of human CAL PDZ peptide binding. inhibition, % at 20 µM. purified CAL PDZ, TMR-peptide fluorescence polarization, 1 h. actives 0.02% (n = 330,000). AID 504414. Q9HD26;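 active = highest replicate inhibition of at least 40%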;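 note: plate controls were DMSO neutral control wells for no effect and unlabeled competitor peptide control wells for full effect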
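material = purified tagged CAL PDZ domain construct (CerCALP) | buffer or medium = sodium phosphate/NaCl buffer pH 7.4 with TCEP, IgG, Thesit | reagent = TMR-labelled reporter peptide T*-PRC34 bound in PDZ groove | incubation = 1 h room-temperature incubation prior to read | measured by = fluorescence polarization (mP) | evaluation = percent inhibition from loss of millipolarization | control set = unlabelled peptide and DMSO controls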
AddAB inh = less growth of phage-infected E. coli with AddAB | E. coli expressing H. pylori AddAB, absorbance growth | inhibition, % at 11.9 µM | actives 0.29% (n = 330,000); in the data active = inhibition above about 12%;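 note: 0% = vehicle wells of infected cells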
Ecoli viability = reduces bacterial viability in AddAB counter-screen; inhibition, % at 11.9 µM; E. coli V3065 growth, OD600 absorbance, 18 h; actives 0.27% (n = 330,000);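 active = inhibition above the campaign's mean inhibition across all tested compounds plus 3 SD, cut at about 9.9% in these data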;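 note: uninfected addAB+ strain grown without phage in ampicillin broth; 0% = DMSO wells and 100% = ciprofloxacin 0.95 µg/ml wells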
Tat export inh = E. coli Tat transport inhibition. inhibition, % at 10 µM. actives 0.036% (n = 340,000). E. coli MC4100 TorA-mCherry Tat export, fluorescence;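 active = mean replicate inhibition at least 50% and at least half of replicates individually reaching 50%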;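 note: exported cargo escapes ClpAP degradation while cytoplasmic cargo is degraded and loses fluorescence; 0% = median of neutral control wells and 100% = median of NaSCN control wells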
phage Ecoli inh = E. coli growth loss with phage present; AID 651602; inhibition, % at 11.9 µM; actives 0.26% (n = 360,000); growth absorbance; in the data active = inhibition above about 11%
An asterisk follows results filed as active; nt = not tested or not shown.

No.	SMILES	Rtt109 Vps75	Wnt bcat act	PfHsp90 set2	DAGLB inhibitor	PvdQ acylase	CAL PDZ FP	AddAB inh	Ecoli viability	Tat export inh	phage Ecoli inh
1	CCC(=O)N(Cc1cc2cc(OC)ccc2[nH]c1=O)c1ccc(C)cc1	-7	-1	11	1	7	-0.7	0.0	-2.2	-5	3.7
2	CN(C)S(=O)(=O)c1ccc(N2CCCC2)c(C(=O)NC2(C)CCS(=O)(=O)C2)c1 (stereo not given)	-16	-3	nt	3	-7	-1.7	-1.7	0.4	2	4.3
3	Brc1ccc2ncnc(Nc3cccc4ccccc34)c2c1	10	nt	-43	-17	-12	-4.5	2.7	1.1	-2	1.8
4	CCOC(=O)N1CCN(C(=O)CSc2ccc3nnc(-c4ccncc4)n3n2)CC1	-3	-1	nt	1	1	-0.6	0.5	0.8	-6	-0.9
5	Cc1ccc(S(=O)(=O)NCCN2CCOCC2)cc1C	-2	-1	-10	-2	-4	-2.2	-1.1	-2.2	4	1.4
6	CC(=O)c1cccc(NC(=O)Nc2ccc3c(c2)OCO3)c1	1	3	1	2	-15	-1.9	nt	nt	-8	4.5
7	COc1cccc(C(=O)N/N=C(/c2ccccc2)c2ccccn2)c1	-4	-11	7	1	-5	-2.2	-1.4	-4.1	7	-0.9
8	CC(=O)Nc1cccc2c1Cc1ccccc1-2	1	nt	-5	-1	-14	-0.7	-0.1	-1.0	-5	nt
9	CN(Cc1ccc(C#CCCO)cc1)CC1CCCN(CCc2ccc(Cl)cc2)C1 (stereo not given)	5	-1	7	-3	-11	-0.7	0.7	0.3	3	-1.8
10	O=C(N/N=C/c1cccnc1)c1cc2ccccc2cc1O	4	6	-7	0	-4	-1.5	7.5	4.9	3	2.3
11	COc1ccc(Nc2ccccc2)c(C)c1	-2	-4	23	1	4	0.0	0.8	-1.2	-7	nt
12	COc1ccc2[nH]c3c(=O)n(Cc4ccc(C(=O)N5CCCC5)cc4)c(=S)[nH]c3c2c1	1	1	-21	6	3	-0.9	1.6	0.2	6	1.3
13	NC(=O)CC(NC(=O)Cc1ccc(Br)cc1)c1ccc(N2CCN(c3ccccn3)CC2)c([N+](=O)[O-])c1 (stereo not given)	0	-5	-4	8	-10	0.6	1.9	-2.6	-11	1.8
14	CCOc1ccc(N(Cc2ccc(C(=O)O)cc2)S(=O)(=O)c2ccc(C)cc2)cc1	-10	1	-36	3	-3	-0.9	3.2	-1.2	4	0.9
15	COC(=O)CCC(=O)OC1(C)C(=O)C=C2C=C(C3CC3)N(CCCOC(C)C)C=C2C1=O (stereo not given)	6	nt	18	-6	13	-1.4	2.1	-0.8	4	nt
16	O=C(CSc1nnnn1-c1ccccc1)Nc1ccc(Cl)cn1	-5	nt	-14	0	10	nt	1.7	-1.3	-12	0.8
17	COc1ccc(CC2(C)OC(c3ccc(Cl)cc3)=NN2C(C)=O)cc1 (stereo not given)	6	nt	-17	-17	15	-0.7	0.7	1.6	19	4.4
18	O=C(O)C1CCCCC1C(=O)NCCc1ccncc1 (stereo not given)	-5	-3	41	2	-12	-0.4	-0.6	-4.3	-7	3.2
19	O=c1[nH]c2cc([N+](=O)[O-])c(NCCO)c([N+](=O)[O-])c2[nH]1	18	-1	-15	nt	1	-0.5	0.2	-0.3	-3	6.6
20	CC(C)(C)NC(=O)CN(C(=O)c1snc(C(=O)NC2CCCCC2)c1N)c1ccccc1F	13	-5	-6	-8	-16	-2.0	1.4	0.9	9	3.1
21	CN1CCN(S(=O)(=O)c2cccc(C(=O)NCCOc3ccccc3)c2)CC1	-6	-1	18	2	-15	-1.7	7.4	1.4	-3	0.2
22	Cc1cc(SCC(=O)NN)c2cc(Br)ccc2n1	0	0	2	-2	-16	-0.2	-1.6	0.4	-10	0.1
23	Cc1nnc(SCC2=C(C(=O)O)N3C(=O)C(NC(=O)Cn4nc(C(F)F)c(Cl)c4C)C3SC2)s1 (stereo not given)	8	2	20	3	-12	-4.7	-0.7	1.8	17	4.1
24	CSc1nc(N(C)C)nc(N(C)C#N)n1	1	-2	19	-1	-3	-0.4	-0.3	0.9	-6	0.3
25	COc1ccc(CCN2C(=O)CSC2=S)cc1OC	-27	-1	-24	3	-19	-0.1	0.2	-3.4	-26	3.2
26	CCNc1nc(Oc2c(Cl)cccc2Cl)cc(C(F)(F)F)n1	5	nt	-156	-6	-14	-0.5	1.4	-0.3	-9	2.5
27	CCc1ccc(NC(=O)Cn2c(=O)c3cccn3c3ccccc32)cc1	-9	-4	9	-1	-13	-3.1	5.9	1.7	-4	4.9
28	COc1cccc2c(SCC(=O)N/N=C/c3ccc(O)cc3O)cc(C)nc12	-23	-3	9	0	1	-2.0	nt	nt	-8	3.4
29	CCOC(=O)[C@@H]1CCNC[C@@H]1c1ccccc1	1	nt	-12	0	-11	-0.4	4.5	-0.7	6	4.3
30	NC(=O)Cn1c(=O)n(-c2ccccc2)c(=O)c2oc3ccccc3c21	-28	-2	28	-1	-14	-2.4	-2.1	-1.1	-5	0.4

Additional structures follow:
No.	SMILES	Rtt109 Vps75	Wnt bcat act	PfHsp90 set2	DAGLB inhibitor	PvdQ acylase	CAL PDZ FP	AddAB inh	Ecoli viability	Tat export inh	phage Ecoli inh
31	O=C(O)CCCC(=O)Nc1cccc(C(=O)Nc2ccccc2C(=O)O)c1	-4	0	-6	2	-6	0.4	1.5	-0.5	-3	3.3
32	c1ccc(Cn2ccnc2SCc2nnc(-c3ccccc3)o2)cc1	3	0	-6	0	4	-1.6	0.9	-1.1	-3	2.3
33	O=C1Nc2cc(C(=O)N3CCC(N4CCCCC4)CC3)ccc2S/C1=C\c1ccccc1	23	0	-3	1	6	-5.3	1.2	-2.5	17	3.0
34	C/C(=N\NC(=S)Nc1ccccc1)C1Cc2ccccc2C(=O)O1 (stereo not given)	nt	9	nt	nt	nt	nt	0.3	2.8	nt	3.0
35	Brc1cccc(-c2n[nH]c(-c3ccccc3)n2)c1	-4	nt	-38	-2	0	nt	2.8	-0.5	2	5.2
36	O=C(CCNC(=O)c1ccccc1)Oc1ccc([N+](=O)[O-])cc1	-5	nt	-68	2	-3	-3.8	2.4	1.4	-3	2.8
37	Cc1nn(CC(C)C)c(Cl)c1C(=O)N(C)CC(=O)Nc1c(Cl)cccc1Cl	29	-1	-3	-2	7	-2.2	1.5	-2.7	-5	1.3
38	COc1ccccc1C(=O)NC(CCSC)C(=O)OC(C)C(N)=O (stereo not given)	4	-1	5	0	1	-1.3	1.1	0.9	2	-2.3
39	CC#CCN1c2ccccc2[C@]23C[C@@H](C(=O)OC)N=C2NC(C(=O)OC)=C(C(=O)OC)[C@H]13	2	-2	nt	0	-7	-0.9	2.6	1.4	9	3.2
40	Cc1onc(C(=O)Nc2ccc(OC(F)(F)F)cc2)c1[N+](=O)[O-]	0	nt	-9	0	11	-1.7	2.5	-0.4	-5	nt
41	CCN(C(=O)COC(=O)c1ccccc1O)c1nc2ccccc2s1	-1	0	-7	-1	9	-0.6	-1.1	0.9	-11	1.6
42	CCc1ccc(C(CNC(=O)c2ccc3c(=O)n(-c4ccccc4F)c(=S)[nH]c3c2)N(C)C)cc1 (stereo not given)	-11	-1	-14	1	1	-6.5	-1.0	1.5	4	2.5
43	Cc1cc(C)cc(OCC(=O)OCC(=O)c2ccc3c(c2)NC(=O)CO3)c1	-4	-17	-2	-1	-13	nt	-4.6	-0.5	2	2.5
44	COc1ccc(CC(NC(C)=O)C(=O)NC2CCN(C(=O)C3CCCCC3)CC2)cc1OC (stereo not given)	2	-2	12	-2	-15	-0.3	2.4	-1.1	4	0.1
45	C(=N\N(Cc1ccccc1)c1ccccc1)/c1cccnc1	4	-1	-20	-3	-1	0.4	0.7	1.3	9	2.2
46	Cc1ccc(-n2sc3ccccc3c2=O)cc1	5	-2	-124	-2	-9	-0.5	1.9	-2.5	-12	3.3
47	Cc1noc(C)c1COc1ccc(C(=O)N2CCN(c3cccc(Cl)c3)CC2)cc1	5	-3	-5	2	3	-2.5	nt	nt	16	1.8
48	CCOC(=O)C1=C(N)n2c(s/c(=C\c3ccco3)c2=O)=C(C(=O)OC(C)C)C1c1ccco1 (stereo not given)	-9	nt	-4	5	2	nt	2.7	2.6	10	2.2
49	Clc1ccc(/C=N/Nc2ccccn2)cc1	-1	56*	-5	2	-3	-2.4	2.0	-2.8	-1	5.4
50	CCCCN(C(=O)Cn1nnc2ccccc21)C(C(=O)NCCOC)c1ccc(OC)cc1 (stereo not given)	-5	-8	1	-3	-11	-1.8	-0.6	-0.1	2	0.5
51	CCOC(=O)C1CCCN(C(=O)c2cc3ccc(OC)cc3[nH]2)C1 (stereo not given)	0	4	-10	-3	-15	2.0	nt	nt	-5	1.6
52	O=C(O)c1ccccc1S(=O)(=O)NCC(O)COC1CCCCC1 (stereo not given)	nt	nt	nt	1	-13	-3.4	0.0	2.2	2	1.8
53	COc1ccc(/C=N/OCC(=O)Nn2c(C)nc3ccccc3c2=O)cc1	0	-2	-50	0	-20	-1.1	0.0	-0.6	-1	4.5
54	COc1ccc(CN2CCC(n3nccc3NC(=O)c3ccc4c(c3)OCO4)CC2)cc1C	14	2	-40	1	-20	-1.3	2.5	-1.1	5	1.7
55	CCOc1ccc(N=Nc2c(=O)[nH]n3c(C)cc(C)nc23)cc1	1	1	-2	4	11	0.4	0.0	-0.7	7	1.7
56	CN1CCN(S(=O)(=O)c2ccc3[nH]cc(C(=O)O)c(=O)c3c2)CC1	-4	nt	nt	1	-12	-1.7	0.1	-0.4	-2	3.3
57	CC(C)(C)OC(=O)C[C@@H]1C/C=C\C[C@@H](CC(=O)N[C@H](CO)Cc2ccccc2)C(=O)N2CCC[C@@H]2COC1=O	-5	56*	6	0	-15	0.4	-0.2	-0.8	-14	-2.4
58	CN(CC1CCOCC1)C(=O)CC1C(=O)NCCN1Cc1ccc(F)c(F)c1 (stereo not given)	-24	0	7	1	-12	-0.9	-1.0	0.2	-3	1.4
59	Cc1ccc(C(=O)OCC(=O)Nc2c(Cl)cc(S(N)(=O)=O)cc2Cl)o1	11	-1	-12	1	-12	-0.8	4.4	-1.0	1	0.9
60	COc1cccc(NC(=O)CN(C)C(=O)c2cccc(S(=O)(=O)N3c4ccccc4CC3C)c2)c1 (stereo not given)	3	0	-6	-1	-11	-0.8	nt	nt	1	3.3

Next results follow.
No.	SMILES	Rtt109 Vps75	Wnt bcat act	PfHsp90 set2	DAGLB inhibitor	PvdQ acylase	CAL PDZ FP	AddAB inh	Ecoli viability	Tat export inh	phage Ecoli inh
61	O=C(Nc1nnc(Cc2ccccc2)s1)c1ccccc1	-1	0	11	-2	-16	nt	0.2	0.1	-10	0.1
62	Cc1cccc(C)c1NC(=O)CN1C(=O)NC(C)(C2CC2)C1=O (stereo not given)	1	4	9	0	-13	-1.4	2.8	0.4	7	4.7
63	CC(NC(=O)CSc1nnc(COc2ccccc2)o1)c1ccccc1 (stereo not given)	15	-5	12	-5	-9	nt	1.5	0.7	-14	3.1
64	COc1ccc(/C=C(\NC(=O)c2ccco2)C(=O)N2CCCCC2)cc1	0	-1	17	0	-13	0.0	3.3	0.3	-3	-0.6
65	Cc1ncoc1C(=O)N1CCCC(CCC(=O)NCc2ccccc2F)C1 (stereo not given)	8	2	nt	1	-20	-3.1	1.2	1.1	-4	2.5
66	COc1ccc(OC)c(C(=O)COC(=O)c2cccnc2Cl)c1	0	-1	-11	-3	-17	0.1	0.1	1.7	0	4.4

An unsorted share of the library; overall some 1.9% were active at least once.
